PERK inh = human PERK inhibition, primary cell-based screen. Q9NZJ5. CHO PERK-DD fusion, SEAP luminescence translation reporter. inhibition, % at 5.6 µM. hit rate 0.17% among 220,000;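 active = inhibition above the mean inhibition of all tested compounds plus 3 SD, set separately per screening campaign, cut at about 2.9% in these data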;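 note: PERK kinase domain activated by AP20187 dimerizer at 100 nM; 0% = DMSO with dimerizer and 100% = rapamycin at 8.4 µM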
BaF3 tox = reduces parental Ba/F3 cell viability, JAK2V617F counter-screen. CellTiter-Glo ATP luminescence. inhibition, % at 5.6 µM. hit rate 1.1% among 220,000. AID 1486;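 active = inhibition above a per-campaign cutoff, the mean inhibition of all tested compounds plus 3 SD, cut at about 27% in these data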;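 note: 0% = DMSO wells and 100% = JAK Inhibitor I control wells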
NPY2 pot ag = potentiates or activates human NPY-Y2 receptor. hit rate 0.45% among 220,000. cells expressing NPY-Y2, potentiator/agonist read-out. activation, % at 3.6 µM. AID 1359; in the data active = activation above about 27%;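 note: cells stimulated with NPY near EC25 plus isoproterenol at EC100; 0% = vehicle plus submaximal agonist and 100% = vehicle plus saturating agonist; some results beyond the cut were filed as inactive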
Mdm2 ligase inh = inhibitors of human Mdm2 E3 ubiquitin ligase; cell-based MDM2 ubiquitination luciferase reporter, 2 h; 0 = plate control, 100 = twice control, blank-subtracted; signal enhancement, % at 5 µM; hit rate 0.11% among 210,000; AID 1230;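 active = signal enhancement of 30% or more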;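 note: luminescence tracks abundance of the self-degrading MDM2-luciferase fusion protein; higher signal means inhibition of MDM2 E3 ligase activity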
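Material: stable MDM2–luciferase fusion reporter cells / Quantity: 2000 cells/well / Dosing: single 5 µM compound dose, 0.2% final DMSO / Buffer or medium: DMEM / Schedule: 4 h cell settling then 2 h compound exposure, 37 °C / Detection: luminescence with SteadyLite reagent, 15 min at room temperature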
Ba/F3 V617F tox = lowers viability of Ba/F3 cells expressing EpoR and JAK2V617F; ATP luminescence; inhibition, % at 5.6 µM; hit rate 1.1% among 220,000;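 active = inhibition above the campaign mean plus 3 SD over all tested compounds, cut at about 24% in these data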;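 note: cytokine-independent growth of Ba/F3 cells driven by EpoR plus mutant JAK2; 0% = DMSO-treated cells and 100% = JAK inhibitor I control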
Wee1 stabilizer = inhibitors of human Wee1 degradation. P30291. HeLa Luc-Wee1K328M stability, luciferase luminescence; 100% = proteasome inhibitor MG132 effect. reporter increase, % at 5 µM. hit rate 1.2% among 220,000. AID 1321;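 active = activation above the mean of all tested compounds plus 3 SD, set per screening run, cut at about 8.8% in these data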;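 note: cells exposed to compound for 20 h before luminescence read; 0% = DMSO alone and 100% = MG132 at 30 µM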
Target sequence (P30291 whole entry K328M): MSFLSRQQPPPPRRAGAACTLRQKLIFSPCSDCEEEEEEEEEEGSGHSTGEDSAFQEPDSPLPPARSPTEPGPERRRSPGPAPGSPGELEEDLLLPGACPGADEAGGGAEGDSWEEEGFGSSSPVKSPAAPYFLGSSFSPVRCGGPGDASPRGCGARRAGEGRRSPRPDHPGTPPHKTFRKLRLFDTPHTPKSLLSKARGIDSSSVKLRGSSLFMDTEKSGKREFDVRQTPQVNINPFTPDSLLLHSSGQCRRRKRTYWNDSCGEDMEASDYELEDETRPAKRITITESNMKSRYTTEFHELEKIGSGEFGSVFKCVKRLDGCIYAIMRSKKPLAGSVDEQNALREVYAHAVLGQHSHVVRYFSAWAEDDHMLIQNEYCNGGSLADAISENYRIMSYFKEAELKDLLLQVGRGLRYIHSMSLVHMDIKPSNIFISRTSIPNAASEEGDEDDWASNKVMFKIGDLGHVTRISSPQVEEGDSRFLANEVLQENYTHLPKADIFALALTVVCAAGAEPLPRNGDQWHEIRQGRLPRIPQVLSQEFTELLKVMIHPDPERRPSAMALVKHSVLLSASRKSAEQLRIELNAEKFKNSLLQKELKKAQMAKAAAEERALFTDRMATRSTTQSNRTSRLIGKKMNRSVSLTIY
S1P4 antag = human S1P4 receptor antagonism | hit rate 0.26% among 220,000 | inhibition, % at 4.98 µM | AID 1510 | S1P4-expressing cells, antagonist mode, reporter read-out; in the data active = inhibition above about 29%;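 note: 0% = wells stimulated with agonist and 100% = vehicle wells without agonist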
Target sequence (O95977 whole entry, looked up): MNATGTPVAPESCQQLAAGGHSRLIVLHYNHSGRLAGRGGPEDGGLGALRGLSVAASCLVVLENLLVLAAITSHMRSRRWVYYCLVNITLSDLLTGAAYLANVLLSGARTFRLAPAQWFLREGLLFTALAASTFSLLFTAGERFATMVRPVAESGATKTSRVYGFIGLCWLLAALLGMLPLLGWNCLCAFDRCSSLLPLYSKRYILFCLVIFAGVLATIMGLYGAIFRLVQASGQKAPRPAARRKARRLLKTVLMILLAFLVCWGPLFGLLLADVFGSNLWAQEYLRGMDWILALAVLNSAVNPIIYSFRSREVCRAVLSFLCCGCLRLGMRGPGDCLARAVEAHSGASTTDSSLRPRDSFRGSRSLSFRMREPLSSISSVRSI
eIF4E 4G PPI = blocks eIF4E binding to eIF4G. hit rate 0.37% among 220,000. inhibition, % at 21.7 µM. TR-FRET eIF4E-eIF4GI(517-606) binding, 2 h;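 active = inhibition above about 30%, limit read from the data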;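 note: 0% = full FRET control wells and 100% = background wells lacking eIF4GI fragment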
S1P4 ag = human S1P4 receptor agonism; O95977; S1P4-expressing cell line, agonist reporter assay; activation, % at 4.98 µM; hit rate 0.35% among 220,000; AID 1509; in the data active = activation above about 11%;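 note: 0% = DMSO vehicle and 100% = reference agonist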
Starred values were filed as active, the others as inactive; . = not tested or not shown; [ ] = dose if it differs, or a comment.

The first 3 records as a preview:
SMILES	PERK inh	BaF3 tox	NPY2 pot ag	Mdm2 ligase inh	Ba/F3 V617F tox	Wee1 stabilizer	S1P4 antag	eIF4E 4G PPI	S1P4 ag
CCOC(=O)c1c(NC(=S)NC(=O)/C=C/c2cccs2)sc(C)c1C	0.7	0.3	-0.2	-10.8	-3.0	0.3	-10.9	-2.5	0.5
O=C(NCc1cccs1)c1cc2c(s1)-c1ccccc1OC2	0.7	2.1	-0.1	-5.6	-4.1	-3.1	-0.6	-4.3[fluorescence artefact?]	1.7
CCn1c(=O)c2c(nc3n2CCCN3c2cccc(C)c2)n(C)c1=O	-0.6	2.0	16.9	-9.6	-1.2	-2.6	-1.6	-1.4	1.0

Main list, from the start:
SMILES	PERK inh	BaF3 tox	NPY2 pot ag	Mdm2 ligase inh	Ba/F3 V617F tox	Wee1 stabilizer	S1P4 antag	eIF4E 4G PPI	S1P4 ag
CCOC(=O)c1c(NC(=S)NC(=O)/C=C/c2cccs2)sc(C)c1C	0.7	0.3	-0.2	-10.8	-3.0	0.3	-10.9	-2.5	0.5
O=C(NCc1cccs1)c1cc2c(s1)-c1ccccc1OC2	0.7	2.1	-0.1	-5.6	-4.1	-3.1	-0.6	-4.3[fluorescence artefact?]	1.7
CCn1c(=O)c2c(nc3n2CCCN3c2cccc(C)c2)n(C)c1=O	-0.6	2.0	16.9	-9.6	-1.2	-2.6	-1.6	-1.4	1.0
Cc1nc2ccccc2nc1N/N=C/c1ccc(O)cc1	0.9	2.3	5.5	-7.0	-4.0	-2.7	-14.7	-3.7	1.3
CCOCCCNC(=O)C1CCN(S(=O)(=O)c2c(C)noc2/C=C\c2ccc(OC)cc2)CC1	0.4	4.8	4.7	.	0.5	3.5	3.6	.	0.9
Cc1cc(=O)oc2cc(OCC(=O)N/N=C/c3ccccc3[N+](=O)[O-])ccc12	0.4	3.6	7.9	-10.8	-2.8	1.3	-1.8	0.6	1.0
CC(C)c1nc2sc(C(=O)O)c(N)c2c2c1CCCC2	0.3	-1.9	-1.6	5.5	-2.6	0.3	-12.6	-0.2	0.3
c1ccc(-c2nc3ccccc3nc2-c2ccccn2)nc1	0.0	1.6	-3.6	-16.6	0.5	1.8	2.8	4.0	-0.6
Cc1cc(C)c(S(=O)(=O)N(C2=NCCS2)S(=O)(=O)c2c(C)cc(C)cc2C)c(C)c1	0.5	-2.8	-6.0	-3.1	-3.5	-0.9	-1.3	3.1	-1.5
COc1ccc(CC(=O)N/N=C/C=C/c2cccc([N+](=O)[O-])c2)cc1OC	1.6	-1.8	2.0	-6.6	3.1	2.8	20.5	0.8	0.7
COc1ccc(C(C)=O)cc1CSCC(=O)O	0.8	2.0	6.4	7.6	1.8	-5.6	-0.2	2.4	-0.1
O=C1CSC(c2cn(-c3ccccc3)nc2-c2ccccc2)N1Cc1ccco1 (centres undefined)	0.2	3.0	8.3	2.0	-3.9	-0.6	-18.7	-1.7	2.8
O=C/C(=C\Nc1ccc(S(=O)(=O)CCO)cc1)c1nc2cc(Cl)ccc2o1	0.7	1.9	2.9	-9.1	-1.4	2.6	0.3	0.5	0.0
O=c1oc2ccccc2c(Nc2ccccc2)c1CN1CCCCC1	0.0	3.5	4.9	-3.7	-3.1	-2.5	5.0	-0.8	-0.4
COc1ccc(NC(=O)Nc2nc3c(s2)CCCC3)cc1	0.1	1.0	1.8	-7.5	-0.5	-0.1	-5.0	1.4	0.2
CC(=O)NC1=NN(C(C)=O)C(C)(CCS(=O)(=O)c2ccc(Cl)c(Cl)c2)S1 (centres undefined)	0.3	3.9	-6.3	-6.5	0.5	-1.2	-9.9	-3.3[fluorescence artefact?]	0.5
CC(C)c1ccc(C2NC(=O)NC3=C2CCc2ccccc23)cc1 (centres undefined)	-0.5	8.8	0.1	-20.3	-0.8	1.3	-11.1	-12.2[fluorescence artefact?]	2.6
Cc1ccc(-n2nnc3c(=O)n(CC(=O)NCc4ccco4)cnc32)cc1	0.9	8.1	-5.8	-8.4	-1.0	0.3	-3.9	1.8	-1.7
CCOC(=O)c1c(-c2cccs2)csc1NC(=O)CSc1ncn[nH]1	0.0	1.1	-20.9	-19.4	-3.9	0.7	-26.9	9.1	-0.2
COc1ccc(CCNC(=O)CSc2nc3[nH]ncc3c(=O)[nH]2)cc1OC	0.1	0.4	11.6	6.3	-2.7	0.7	3.9	-0.5	-0.1
O=C(NNC(=O)c1ccccc1[N+](=O)[O-])c1ccccc1[N+](=O)[O-]	0.8	-0.9	-10.0	-6.6	-3.2	-2.5	7.2	0.2	-0.3
COc1ccccc1NC(=O)C(=O)N(c1cccnc1)C(C(=O)NC(C)(C)C)c1ccccc1F (centres undefined)	-0.2	-2.6	5.4	-2.8	-1.5	-1.5	4.1	3.5	-0.8
CN1C(=O)c2c(sc3c2CCCC3)NC1c1ccccc1O (centres undefined)	-0.2	1.7	-4.6	2.6	0.7	1.8	-15.7	-20.8	0.8
Cc1sc2nc(SC(C)C)nc(N)c2c1C	1.1	4.7	0.6	-5.5	6.2	-0.6	4.1	-1.6	-4.8
O=C(CSc1nnc(C2COc3ccccc3O2)o1)N1CCCCC1 (centres undefined)	0.2	1.4	-14.2	-12.5	-3.1	-3.8	-14.8	2.0	-2.2
CCCCc1nc2cc(Cl)ccc2o1	1.5	-0.7	7.4	-20.8	0.3	0.1	6.5	0.8	1.0
CC(=O)Nc1sc2c(c1C(N)=O)CCN(Cc1ccccc1)C2	-1.6	-1.2	-22.4	-10.6	4.6	-1.4	-6.7	-3.1	2.2
Cc1cc(C(=O)Nc2cccc3ccccc23)n(-c2ccccc2)n1	0.9	-2.3	-4.0	41.6*	-2.3	5.3	-5.4	-0.2	-0.2
NS(=O)(=O)c1ccc(NC(=O)CSC2CCCCC2)cc1	0.6	-2.3	22.0	-6.6	-5.6	1.3	-1.7	-1.8	2.5
O=C(CCN1C(=O)C2C3C=CC(C3)C2C1=O)Nc1nccs1 (centres undefined)	0.7	6.1	2.1	-7.2	1.5	-0.8	-12.3	-2.9[fluorescence artefact?]	-0.1
O=C(COc1ncnc2ccccc12)N1CCN(c2ccccc2)CC1	0.1	7.7	5.7	11.8	3.1	-3.5	-28.7	1.1	0.1
CCOC(=O)C1/C(=N\O)CC(C)(O)C(C(=O)OCC)C1c1ccc(N(C)C)cc1 (centres undefined)	0.5	10.4	-1.6	-0.8	1.5	3.7	-17.8	-0.9[fluorescence artefact?]	2.0
CCCCNC(=O)CN(CCc1ccccc1)S(C)(=O)=O	0.2	2.6	3.8	-13.2	-2.7	0.1	13.1	5.1	-4.4
COc1ccc(CN=C(Nc2ccccc2)SC2CC(=O)NC2=O)cc1 (centres undefined)	0.8	4.7	-10.4	-7.8	-2.0	-2.0	-5.2	-5.5	1.1
C=CCN1C=C/C(=C\C=C(C#N)C#N)c2ccccc21	-1.4	8.9	28.4	-61.4	9.0	3.0	-7.2	-3.5	1.2
CCN1CCN(c2nc(Nc3ccc(C)c(C)c3)nc(N)c2[N+](=O)[O-])CC1	-1.1	-2.9	-1.4	-6.0	-2.6	5.1	-0.6	3.1	3.0
CCC(CO)NCc1sccc1C (centres undefined)	0.4	1.4	0.3	-3.6	-2.3	-0.8	-24.8	1.9	0.4
NC(=O)Cn1nc([N+](=O)[O-])nc1Oc1ccccc1F	0.5	3.4	-14.6	-11.6	0.2	-0.3	-17.2	1.5	1.2
Cc1ccccc1C(=O)NC(CC(C)C)C(=O)Nc1ccc(S(N)(=O)=O)cc1 (centres undefined)	0.1	10.1	-6.9	-9.5	0.7	-3.7	-9.9	-0.5	0.8
O=C(CSc1nc(-c2ccccc2)ns1)N1CCOCC1	1.6	3.6	8.7	-6.8	-3.7	0.6	3.1	-1.0	0.6
Cc1onc(C(=O)NCc2ccccn2)c1[N+](=O)[O-]	0.8	3.5	0.5	15.2	-3.0	2.4	-30.3	-7.5	1.3
CCCCn1c(C)nc2c(=O)n(C)c(=O)[nH]c21	-0.1	6.8	1.7	7.8	-1.3	0.1	4.5	-6.0	0.0
COC(=O)c1cc(Cl)c(NC(=O)/C=C/c2ccc(OC)cc2)cc1OC	1.2	1.4	13.7	-24.2	-1.4	-2.7	-20.1	2.3	0.7
O=C(c1ccccc1)N1CCN=C1SCc1ccc([N+](=O)[O-])cc1	-0.1	2.9	-10.6	-3.1	0.6	-0.4	5.2	0.9	-1.1
COc1cc(OC)cc(C(=O)NCc2cccnc2)c1	-0.8	0.0	2.5	-3.0	-2.2	0.6	-18.2	-3.7[fluorescence artefact?]	-1.3
CCN(CC)S(=O)(=O)c1cc(NC(=O)Cc2n[nH]c(=O)c3ccccc23)ccc1C	-1.5	0.2	2.3	-4.8	-2.0	0.3	-3.8	-3.6	0.0
CCNC(=O)N1CCNC(=O)C1CC(=O)Nc1ccc(C(=O)OCC)cc1 (centres undefined)	-0.2	3.7	-0.3	-3.0	-1.5	-1.7	-12.1	1.9[fluorescence artefact?]	2.0
CC/C(=N\NC(=S)Nc1cccc(C)c1)c1ccccc1	-0.3	8.7	6.6	-14.6	-1.6	1.8	-2.6	-6.2	0.8
CSc1c2c(nc3ncnn13)CCC2	0.2	6.8	-3.8	-7.1	1.6	-1.4	-11.9	-0.2[fluorescence artefact?]	0.2
COc1ccc(-c2csc(Nc3ccc(C)cn3)n2)cc1	0.0	-0.7	22.1	.	-3.1	9.6*	-13.9	1.4	1.7
CCOC(=O)c1[nH]c2ccc(Cl)cc2c1NC(=O)c1nonc1C	0.5	0.5	-13.8	-39.0	-1.7	-2.5	-5.4	-2.0	0.9
COc1cc(S(=O)(=O)Nc2cccc(C)c2)ccc1N=Cc1c(C)[nH]n(-c2ccccc2)c1=O	1.0	7.4	-4.4	-7.8	0.2	0.7	-26.9	-0.3	0.6
CCOC(=O)c1ccccc1NC(=O)COc1cc(=O)n(CC)c2ccccc12	-0.3	-0.5	-4.3	-19.2	-0.5	2.6	-3.9	-9.1	2.1
COc1ccc(C(=O)NCC(=O)OCC(=O)NCCC2=CCCCC2)cc1	0.3	5.4	7.7	8.1	1.1	-1.9	1.7	0.2	-0.3
CC(C)(C)C(=O)/C=C1\NC(=O)CS1	1.1	-2.5	9.1	-19.3	-4.7	-1.0	-7.5	4.1	0.7
O=C(Cc1nc2ccccc2[nH]1)c1cccc([N+](=O)[O-])c1	0.6	0.8	4.6	-4.9	-4.5	-1.4	7.6	0.9	-1.5
O=c1cc(-c2ccccc2Cl)oc2cc(O)cc(O)c12	0.8	7.6	-0.8	.	4.3	-1.1	4.7	3.6	0.3
COc1ccc(OCC(=O)OC2CCCN(C)C2)cc1 (centres undefined)	1.3	-3.5	-3.3	-17.3	-0.8	0.8	6.6	0.8	0.4
O=S(=O)(c1ccccc1)N1CCC2(CC1)OCCO2	1.8	6.6	4.1	.	1.0	-1.0	3.9	1.5	-0.5
N#CC1=C(N)N2C(=C(C#N)C13CCCCC3)SC1CCCCC12O (centres undefined)	-0.2	2.3	23.2	-20.5	-0.5	-1.2	-31.9	-0.1	1.6
CCc1nnc(NC(=O)CSc2n[nH]c(-c3ccccc3O)n2)s1	1.6	3.7	1.5	-2.7	-4.5	-2.9	-11.5	1.2	-1.6
CCOC(=O)COn1c(=O)c(-c2ccc(OC)c(OC)c2)[n+]([O-])c2ccccc21	0.7	2.7	3.2	-17.7	-1.2	-0.4	-8.3	2.8	0.3
